# Bioassay records from PubChem.
# KCNK9 inh – KCNK9 potassium channel inhibitors, primary screen, HEK293 cells, thallium flux. Potassium channel subfamily K member 9 (Homo sapiens), Q9NPC2. FluxOR thallium flux fluorescence; hits give low values. B-score at 10 µM. 1.2% of 310,000 active;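 active = ratio B-score over 3 SD below the library mean, with starting fluorescence within 5 SD of its mean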;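 note: negative B-score means less thallium flux so channel inhibition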
# PolyA inh – polyadenylation inhibitors in yeast reporter cells, primary screen, luminescence, S. cerevisiae; 0.02% of 300,000 active; calls only at 12 µM; S. cerevisiae SKY197-pL101 polyadenylation reporter, beta-gal luminescence; efflux-impaired pdr1/pdr3 knockout yeast; score 100 = 6 SD above DMSO; AID 1875, 2009;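 active = lowest replicate activity score at least 50, where 100 means six control SD above control mean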;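 note: yeast exposed to compound for 9 h at 30 °C; higher score means more reporter readthrough which indicates perturbed polyadenylation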
# RGS4 block – RGS4 inhibitors, primary screen, cell-based, HEK293 M3R inducible RGS4, calcium flux | Fluo-4 calcium flux; hits give high values; triggered by carbachol at its EC20 | B-score at 10 µM | 0.45% of 310,000 active;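 active = B-score, a plate-corrected calcium signal, over three deviations above library mean, with baseline fluorescence within five deviations of library mean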;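 note: RGS4 expression induced by doxycycline in cells with stable M3 receptor; B-score is computed from the integrated fluorescence ratio over baseline after carbachol; higher B-score means a larger calcium signal and so more RGS4 inhibition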
# Target sequence (P49798 whole entry, looked up): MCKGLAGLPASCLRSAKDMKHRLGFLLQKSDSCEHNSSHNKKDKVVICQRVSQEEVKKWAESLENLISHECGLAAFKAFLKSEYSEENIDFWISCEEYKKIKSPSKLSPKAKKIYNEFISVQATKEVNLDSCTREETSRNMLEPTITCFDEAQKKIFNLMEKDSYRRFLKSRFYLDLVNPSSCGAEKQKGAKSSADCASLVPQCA
# GSK3beta inhib – human GSK3beta kinase inhibitors, primary screen, biochemical, cell-free homogeneous, HTS | Glycogen synthase kinase-3 beta (Homo sapiens), P49841 | GST-GSK3beta kinase, ADP-Glo luminescence, 60 min; hits give low values | activity score (negative = inhibition), % at 10 µM | 0.038% of 300,000 active | AID 2097, 2009;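 active = more than half of replicate wells score below -50%, meaning over 50% inhibition versus plate controls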;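 note: 0% = median DMSO wells and -100% = median GW8510 positive control wells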
#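 Assay system: GST-fused GSK3beta enzyme, cell-free / Medium: Tris pH 7.5 buffer with MgCl2, DTT, BSA, heparin / Also added: peptide substrate plus 25 µM ATP (final) / Compound: 10 µM single point / Timing: kinase reaction with compound 60 min at room temperature / Detection: ADP-Glo luminescence / Benchmarks: DMSO neutral wells and GW8510 at 20 µM as positive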
# KCNQ1 inh – inhibitors of human KCNQ1 channel, primary screen, cell-based, thallium flux, high-throughput. AID 2642, 2010. CHO-K1 KCNQ1, FluxOR thallium flux fluorescence; hits give high values. B-score at 10 µM. 1.3% of 310,000 active. Potassium voltage-gated channel subfamily KQT member 1 (Homo sapiens), P51787;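 active = compounds whose thallium flux B-score, printed positive for inhibition, exceeds three library SD while starting fluorescence stays within three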;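 note: channel opened by potassium depolarization with thallium stimulus after 20 min compound exposure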
# KCNQ1 act – potentiators or activators of KCNQ1 channel, primary screen, cell-based, thallium flux, high-throughput. B-score at 10 µM. CHO-K1 KCNQ1, thallium flux FluxOR fluorescence; hits give high values. 0.35% of 310,000 active. Potassium voltage-gated channel subfamily KQT member 1 (Homo sapiens), P51787;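 active = fluorescence ratio B-score, a plate-corrected score, at least three library SD, with initial intensity B-score within 5 SD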
#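 System: Stable KCNQ1 CHO-K1 line | Incubation: 90 min dye loading and 20 min compound exposure, both at room temperature | Measure: Ratio B score | Medium: Assay buffer for compound exposure, DMSO matched across wells | Compound dosing: Single-concentration screen | Probe or stimulus: K+/Tl+ depolarizing stimulus | Measured by: Kinetic FluxOR fluorescence, 10 s baseline plus 110 s post-stimulus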
# RGS4 act – RGS4 potentiators or activators, primary screen, cell-based, HEK293 M3R inducible RGS4, calcium flux; carbachol calcium flux Fluo4; hits give low values; B-score at 10 µM; 0.92% of 310,000 active; AID 463111, 2010;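 active = B-score of the integrated calcium signal more than 4 SD below the library mean, with starting fluorescence not abnormally high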;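 note: negative B-score means reduced calcium response which marks RGS4 activation or potentiation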
#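 test system = M3R-expressing HEK293 line, RGS4 induced by doxycycline | probe or stimulus = carbachol at ECmax as muscarinic agonist stimulus | timing = dye loading 30 min 37 °C, buffer rest 30 min RT | signal = calcium dye Fluo4 fluorescence | evaluation = B score from integrated fluorescence ratio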
# KCNK3 block – human KCNK3 channel inhibitors, primary screen, CHO cells, FluxOR thallium flux, B-score. Potassium channel subfamily K member 3 (Homo sapiens), O14649. FluxOR fluorescence; hits give low values. B-score at 10 µM. 0.84% of 340,000 active;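 active = B-score under library mean minus 4 SD, starting fluorescence ratio at most library mean plus 5 SD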;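 note: more negative B-score means stronger inhibition of thallium flux through KCNK3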
# Target sequence (O14649 whole entry, looked up): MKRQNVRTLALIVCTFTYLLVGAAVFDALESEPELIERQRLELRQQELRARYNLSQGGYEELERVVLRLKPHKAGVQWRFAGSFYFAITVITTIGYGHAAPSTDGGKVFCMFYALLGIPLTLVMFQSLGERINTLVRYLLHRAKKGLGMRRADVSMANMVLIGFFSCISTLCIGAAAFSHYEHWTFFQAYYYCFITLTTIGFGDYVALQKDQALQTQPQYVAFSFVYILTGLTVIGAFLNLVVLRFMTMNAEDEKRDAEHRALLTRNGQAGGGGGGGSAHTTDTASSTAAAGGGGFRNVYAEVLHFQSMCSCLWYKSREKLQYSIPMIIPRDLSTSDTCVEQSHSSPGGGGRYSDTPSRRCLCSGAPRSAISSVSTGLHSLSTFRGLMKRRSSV
# hERG rescue – hERG rescue from dofetilide block, primary screen, cell-based, CHO-hERG, FluxOR thallium flux, dofetilide IC70. AID 1511, 2009. Voltage-gated inwardly rectifying potassium channel KCNH2 (Homo sapiens), Q12809. dofetilide IC70 present. activation (rescue from dofetilide block), less the hit threshold, % at 10 µM. 0.51% of 310,000 active;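 active = activation above the mean of controls blocked by dofetilide plus 5 SD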;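 note: thallium influx through hERG after potassium depolarization seen as dye fluorescence rise; in these data hits start at about 4.7%; inactives centre near -7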
# GSK3A inh – blockers of GSK3A enzyme activity – biochemical, luminescence, cell-free homogeneous, HTS, primary screen; 0.1% of 320,000 active; Glycogen synthase kinase-3 alpha (Homo sapiens), P49840; inhibition, % at 10 µM; GSK-3 alpha kinase, ADP-Glo luminescence, 60 min; AID 2650, 2010;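 in the data active = inhibition above about 50%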;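 note: GST-tagged GSK-3 alpha with peptide substrate and 25 µM ATP; 0% = DMSO neutral wells and 100% = GW8510 positive control wells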
# Target sequence (P49840 whole entry, looked up): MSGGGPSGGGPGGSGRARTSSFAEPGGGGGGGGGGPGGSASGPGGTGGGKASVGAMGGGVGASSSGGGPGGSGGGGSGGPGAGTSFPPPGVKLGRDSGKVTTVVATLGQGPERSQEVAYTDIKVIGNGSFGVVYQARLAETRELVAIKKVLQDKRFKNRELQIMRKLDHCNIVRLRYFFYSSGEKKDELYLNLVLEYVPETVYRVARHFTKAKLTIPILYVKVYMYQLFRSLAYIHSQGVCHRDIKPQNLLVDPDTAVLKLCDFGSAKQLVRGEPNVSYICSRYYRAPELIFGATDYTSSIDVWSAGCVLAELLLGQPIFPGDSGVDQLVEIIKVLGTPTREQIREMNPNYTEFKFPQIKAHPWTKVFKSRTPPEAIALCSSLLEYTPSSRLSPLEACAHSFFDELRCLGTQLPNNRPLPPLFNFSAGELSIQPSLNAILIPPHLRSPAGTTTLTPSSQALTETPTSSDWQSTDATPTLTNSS
# Dyrk1A ADPGlo – rat Dyrk1A kinase inhibitors, primary screen, biochemical, single point, plate reader. Dual specificity tyrosine-phosphorylation-regulated kinase 1A (Rattus norvegicus), Q63470. ADP-Glo luminescence, NFATc1 peptide. inhibition, % at 12.5 µM. 0.43% of 310,000 active; in the data active = inhibition above about 50%;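 note: plate controls were vehicle with enzyme for no effect and no enzyme for full effect; many of its hits are not listed in these tables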
# Starred values were filed as active, the others as inactive; i = inactive; · = not tested or not shown. Only part of the results is shown, so the mix of outcomes need not match the whole.
SMILES,KCNK9 inh,PolyA inh,RGS4 block,GSK3beta inhib,KCNQ1 inh,KCNQ1 act,RGS4 act,KCNK3 block,hERG rescue,GSK3A inh,Dyrk1A ADPGlo
CCC(c1nnc(SCC(=O)N2CC3(C)CC2CC(C)(C)C3)o1)N(C)C (configuration not stated),i,i,i,2,i,i,i,i,-6,-1,-6
COC(=O)c1sccc1NC(=O)c1c(-c2ccccc2)noc1C,i,i,i,5,i,i,i,i,-5,1,-3
COc1ccc(-c2cc(-c3ccccc3)n[nH]2)c(O)c1,i,i,i,1,i,i,i,i,-6,2,2
Cc1ccc(C)c(NC(=O)C2CCCN(S(=O)(=O)c3c(C)noc3/C=C/N(C)C)C2)c1 (configuration not stated),i,i,i,2,i,i,i,i,-9,-2,-1
COc1ccccc1CNC(=O)C1CCCN(c2cnccn2)C1 (configuration not stated),i,i,i,3,i,i,i,i,-9,1,1
Fc1ccccc1Nc1ncnc2c1nnn2Cc1ccccc1,i,i,i,-1,i,i,i,i,-5,-1,·
COc1ccc(S(=O)(=O)Cc2ccc(C(=O)NCc3ccco3)o2)cc1,i,i,i,-4,i,i,i,i,-5,-3,-6
Cc1ccc(SCC(=O)NCCN2C(=O)CSC2=O)c(C)c1,i,i,i,2,i,i,i,i,-9,-1,-8
CCOc1ccccc1NC(=O)N1CCC(NC(=O)C2CCCCC2)CC1,i,i,i,-1,i,i,i,i,-6,·,-4
Cc1nc(SCC(O)CO)c([N+](=O)[O-])[nH]1 (configuration not stated),i,i,i,3,i,i,i,i,-3,-22,0
Cn1c(SCC(=O)c2ccccc2)nnc1-c1cccc(N)c1,i,i,i,-10,i,i,i,i,-8,-5,4
Cc1ccc(Nc2nc(N)nc(CN3CCN(Cc4ccc5c(c4)OCO5)CC3)n2)cc1Cl,i,i,6.2*,0,i,i,i,i,-34,1,6
COc1ccc(CN2CCC(C(N)=O)CC2)cc1OCc1ccccc1,i,i,i,-3,i,i,i,i,-5,-1,·
COc1cc(C(=O)N2CCN(C(=O)CC(C)C)CC2)cc(OC)c1OC,i,i,i,-1,i,i,i,i,-4,-2,-2
O=C(NC1CCOc2ccccc21)c1ccccn1 (configuration not stated),i,i,i,-3,i,i,i,i,-10,-4,-5
Cc1ccc(-n2c(N)c(-c3nc4ccccc4n3C)sc2=S)cc1,i,i,i,4,i,i,i,i,-7,·,2
CCC1=NN(C(=O)c2cccnc2)C(O)(C(F)(F)F)C1 (configuration not stated),i,i,i,3,i,i,i,i,2,1,-2
COc1ccc(C2C/C(=N\O)C(C)(C)O2)cc1 (configuration not stated),i,i,i,-2,i,i,i,i,-5,-7,-1
CC(C)(C)n1nc2c(c1NC(=O)c1ccc(Br)o1)CS(=O)C2 (configuration not stated),i,i,i,3,i,i,i,i,-4,2,-5
Cc1cc(-c2nnc(SCC(=O)Nc3c(C)cccc3C)n2N)n[nH]1,i,i,i,3,i,i,i,i,-3,3,-2
O=C(Nc1ncc(Cc2ccc(SC(F)F)cc2)s1)c1ccc(OC(F)F)cc1,i,i,i,2,i,i,i,i,-1,0,-1
O=S(=O)(Nc1nnc(C2CC2)s1)c1ccccc1,i,i,i,4,i,i,i,i,-3,0,3
COc1ccc2[nH]c(=O)c(COC(=O)c3ccco3)cc2c1,i,i,i,-5,i,i,i,i,0,-1,13
Cc1c(-c2cccc(Cl)c2)nc2ccccc2c1C(=O)OC/C(O)=C(\C#N)c1nc2ccccc2[nH]1,i,i,i,3,i,i,i,i,-12,1,·
Nc1nc(NC(=O)c2cccnc2)nn1-c1ccccc1,i,i,i,0,i,i,i,i,-6,17,35
CC(C)NC(=O)c1ccccc1NC(=O)CCS(=O)(=O)Cc1ccccc1,i,i,i,4,i,i,i,i,-4,2,-5
Cc1ccc(C2CC(=O)NC(SCC(N)=O)=C2C#N)s1 (configuration not stated),i,i,i,0,i,i,i,i,1,-3,·
Cc1c(C(=O)OCC(=O)Nc2ccc(C(N)=O)cc2)cccc1[N+](=O)[O-],i,i,i,3,i,i,i,i,-2,-2,0
CCOc1cc(CN2CCOCC2)cc(C(C)=O)c1,i,i,i,-4,i,i,i,i,-5,-1,6
COc1ccc(N(CC(=O)N/N=C/c2ccc(OC3CSC3)cc2)S(=O)(=O)c2ccccc2)cc1,i,i,i,-1,i,i,i,i,-7,0,6
c1coc(CNc2ncnc3[nH]ncc23)c1,i,i,i,1,i,i,i,i,-1,9,-3
COc1ccc(OC)c(N2C(=O)CC(Cc3ccc(C)cc3)C2=O)c1 (configuration not stated),i,i,i,-8,i,i,i,i,-6,-2,-1
COc1ccccc1NC(=O)CSc1nnc(NC(=O)C2CC2)s1,i,i,i,0,i,i,i,i,-4,1,0
COCCc1nc2ccc(C(=O)N(C)Cc3cccc(-n4nc(C)cc4C)c3)cc2o1,i,i,i,3,i,i,i,i,-6,-1,4
C[n+]1cccc(/C=N/NC(=O)CC23CC4CC(CC(C4)C2)C3)c1,i,i,i,-1,i,i,i,i,-12,0,2
CCN1C(=O)/C(=C\N(C)C)NC1=S,i,i,i,0,i,i,i,i,-8,5,0
C=CCOC(=O)Nc1c(C(=O)OC)[nH]c2ccc(Cl)cc12,i,i,i,0,i,i,i,i,-18,-2,0
Cc1[nH]nc(-c2ccc(O)c(C)c2O)c1Oc1ccccc1,-14*,i,i,-1,i,i,i,i,-17,1,9
CC1(C)CC(=O)c2cc(OCC(=O)NCCCN3CCN(c4ccccc4F)CC3)ccc2O1,i,i,i,-4,i,i,i,i,-9,-5,7
Cc1ccc(-c2cc(N)n[nH]2)cc1,i,i,i,-4,i,i,i,i,-7,-3,5
Cc1cc(OCCSc2nnc(-c3cccs3)n2C)ccc1Cl,i,i,i,-1,i,i,i,i,-1,0,5
Cc1cc2c(cc1C)-c1nnnn1C(C)(C)C2,i,i,i,-2,i,i,i,i,-6,5,8
O=C(CSc1nnc(-c2ccc(C(F)(F)F)cn2)s1)c1ccc(Cl)cc1,i,i,i,-1,i,i,i,i,-7,-3,3
COC(=O)CNC(=O)CCCCC(=O)NCC(=O)OC,i,i,i,2,i,i,i,i,-8,-5,4
CN(Cc1ccccc1)c1nc2c(c(=O)[nH]c(=O)n2C)n1Cc1ccccc1,i,i,i,1,i,i,i,i,-12,-3,-4
Cc1c(CC(=O)NCCC(=O)O)c(=O)oc2cc3occ(-c4ccccc4)c3cc12,i,i,i,0,i,i,i,i,-7,4,9
CCOc1ccc2c(O)csc2c1,i,i,i,-5,i,i,i,i,-4,-7,3
N#C/C(=C\c1c(Oc2ccccc2Cl)nc2ccccn2c1=O)C(=O)NC1CCS(=O)(=O)C1 (configuration not stated),i,i,i,1,i,i,i,i,-11,1,3
CN1OC(COC(=O)c2ccc(Cl)cc2Cl)CC1c1ccccc1 (configuration not stated),i,i,i,-2,i,i,i,i,-12,0,6
O=C(/C=C/c1ccccc1[N+](=O)[O-])NCc1cccnc1,i,i,i,-2,i,i,i,i,-11,0,1
CCOC(=O)C(C)Sc1nc2c(cnn2-c2ccc(F)cc2)c(=O)[nH]1 (configuration not stated),i,i,i,4,i,i,i,i,-14,1,3
COc1ccc(C)cc1NC(=O)CCN1CCN(c2ccccc2F)CC1,i,i,i,4,i,i,i,i,-5,2,0
CCN(CC(=O)Nc1ccc(OC)cc1)C(=O)c1cc2c(s1)CCCCC2,i,i,i,-1,i,i,i,i,-6,-1,13
COc1ccc(N2CCN(C(=O)C3CCN(S(=O)(=O)c4ccc(C)cc4)CC3)CC2)cc1,i,i,i,-1,i,i,i,i,-4,1,-2
CSc1ncccc1C(=O)OCC(=O)N(C)C1CCS(=O)(=O)C1 (configuration not stated),i,i,i,-2,i,i,i,i,2,6,1
CCC(C)(C)NC(=O)C(c1ccc(C)o1)N(Cc1ccc2c(c1)OCO2)C(=O)c1snc(C(N)=O)c1N (configuration not stated),i,i,i,2,i,i,i,i,-7,-1,-1
CCOc1cc(N2CCOCC2)c(OCC)cc1NC(=O)[C@H](C)NC(=O)c1ccco1,i,i,i,1,i,i,i,i,-8,1,-1
CCCn1c(-c2ccc[nH]c2=O)nc2cc(C)c(C)cc21,i,i,i,-1,i,i,i,i,-7,1,3
CN(Cc1ccccc1)C(=O)c1ccc(COc2ccccc2)cc1,i,i,i,·,i,i,i,i,-5,-1,-5
COc1ccc(/C=C/C(=O)NC(=S)NNC(=O)c2cccnc2)cc1OC,i,i,i,2,i,i,i,i,-13,0,-6

# Going on with the list.
SMILES,KCNK9 inh,PolyA inh,RGS4 block,GSK3beta inhib,KCNQ1 inh,KCNQ1 act,RGS4 act,KCNK3 block,hERG rescue,GSK3A inh,Dyrk1A ADPGlo
CC1(C(=O)NCc2cccnc2)CCC(=O)N1CCc1ccccc1 (configuration not stated),i,i,i,1,i,i,i,i,-2,0,6
COc1cccc(-c2cc(C(=O)N3CCN(Cc4ccccc4)CC3)no2)c1,i,i,i,0,i,i,i,i,-8,·,-2
COc1cc(NC(=O)CCN2CC(C)OC(C)C2)cc(OC)c1 (configuration not stated),i,i,i,1,i,i,i,i,-9,0,0
Oc1ccc(/C=N/n2cnn(Cc3ccccc3Cl)c2=S)c(O)c1,i,i,i,0,i,i,i,i,-16,1,2
